# High-throughput results as filed in PubChem.
# IL1B secr inh – inflammasome signaling inhibition, IL-1 beta readout. AID 743279. activity change, % at 57.5 µM. THP-1 LPS/ATP IL-1B secretion, AlphaLISA, 16 h; stronger effect = lower value. actives 4.7% (n = 360,000); in the data active = activity change below about -50%; inconclusive = mostly about -30% to -49%; note: % is set by controls: 0 for no effect and ±100 for the full control effect
#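 Secreted IL-1B measured by AlphaLISA bead assay after 16 h compound exposure of THP-1 cells; compounds (final up to 57.5 uM) added 1 h before LPS (250 ng/mL) and ATP (1.25 mM) stimulation; lower signal means less secretion.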
# KB-V1 cytotox – KB-V1 MDR subline cytotoxicity. KB-V1 MDR cells viability, CellTiter-Glo, 72 h. Potency, µM (highest dose often 46.1 µM), for inactives: at the highest dose activity change, negative = cytotoxicity, most hits filed as cytotoxic. actives 3.4% (n = 400,000); note: potency is the fitted concentration of half-maximal effect; % is set by controls: 0 for no effect and ±100 for the full control effect; nearly all actives have a fitted effect of over 60% in size
#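 KB-V1, DMEM (no phenol red) + 10% FBS; cpd pin-transferred, titration series; 72 h, 37 degrees C; CellTiter-Glo, luminescence. Data normalized, curve-fit.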
# S2 tox – viability counter-screen for ATXN expression inhibitors | S2 cells (HEK-293 line with an ATXN2-luciferase reporter) viability, CellTiter-Fluor protease fluorescence, 24 h | Potency, µM (top dose mostly 56.7 µM), hits mostly cytotoxic | actives 0.49% (n = 400,000) | AID 651635; note: potency is the fitted concentration of half-maximal effect; nearly all actives have a fitted effect of over 40% in size
# HT1080 IDH1KD tx – toxicity to HT-1080 IDH1 knockdown cells (counter line) | Potency, µM (top dose mostly 46.1 µM), for inactives: top-dose activity, negative = toxicity, usual class: cytotoxic | AID 686971 | HT-1080 IDH1 knockdown viability, ATP luminescence, 48 h | actives 2% (n = 360,000);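 note: potency is the fitted concentration of half-maximal effect; 0% = DMSO wells and -100% = cell-free medium wells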
#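 Assay cells: HT-1080 with IDH1 knockdown, 750 per well, RPMI/5% FBS. Exposure: 48 h at 37 °C following 2 h pre-incubation. Read: CellTiter-Glo luminescence; fitted concentration-response, curve class assigned.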
# MCF10A rereplic – induces DNA re-replication in MCF 10a normal breast cells | MCF 10A DNA re-replication, Hoechst nuclear intensity, 48 h | Potency, µM (highest dose often 46.1 µM), inactives show top-dose activity, positive = re-replication, usual class: activators | actives 2.9% (n = 350,000); note: potency is the fitted concentration of half-maximal effect; % of control where 0% means no effect; nearly all actives have a fitted effect of over 50% in size
# SW480 rereplic – DNA re-replication induction in SW480 cells; SW480 DNA re-replication, Hoechst DNA content imaging, 48 h; Potency, µM (titrated, usually from 46.1 µM), for inactives: at the top dose re-replication activation, actives largely listed as activators; actives 1.8% (n = 340,000); AID 624297; note: potency is the fitted concentration of half-maximal effect; % of control where 0% means no effect; nearly all actives have a fitted effect of over 55% in size
#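 First, 250 cells per well were seeded. Next, compound or vehicle (23 nL) was pinned in, plates sat 48 hr at 37 C. Finally Hoechst was added for 40 min before fluorescence scanning.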
# ATXN2 expr inh – ATXN2 expression inhibition; Potency, µM (highest dose often 57 µM), without a hit: at the highest dose activity change, negative = inhibition, usual class: inhibitors; HEK-293 ATXN2-luciferase reporter, luminescence, 24 h; actives 0.72% (n = 360,000); note: potency is the fitted concentration of half-maximal effect; % is set by controls: 0 for no effect and ±100 for the full control effect; nearly all actives have a fitted effect of over 55% in size
#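 qHTS (up to 57 uM final) was run with 24 h compound exposure of reporter cells at 37 °C. Each well was multiplexed: SteadyGlo luminescence measured ATXN2-luciferase expression after a fluorogenic Gly-Phe-AFC viability readout (25 uM final).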
# KB-3-1 tox – KB-3-1 parental cell cytotoxicity | KB-3-1 viability, CellTiter-Glo ATP luminescence, 72 h | Potency, µM (highest dose often 46.1 µM), for inactives: at the top dose activity change, negative = cytotoxic, usual class: cytotoxic | actives 1.4% (n = 400,000) | AID 1347075; note: potency is the fitted concentration of half-maximal effect; % is set by controls: 0 for no effect and ±100 for the full control effect; nearly all actives have a fitted effect of over 60% in size
#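 Using CellTiter-Glo luminescence, growth of non-resistant KB-3-1 adenocarcinoma cells is assessed 72 h after pin-tool compound addition at 37 °C. Normalized responses across the concentration series yield fitted curves.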
# HT1080NT lethal – kills 2HG-producing HT-1080-NT fibrosarcoma cells; HT-1080-NT fibrosarcoma viability, CellTiter-Glo ATP luminescence, 48 h; Potency, µM (top dose mostly 46.1 µM), for the others: top-dose activity, negative = less viability, actives largely listed as cytotoxic; actives 1.6% (n = 360,000); AID 686970;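 note: NT is the 2HG producing partner of a matched IDH1 knockdown line; potency is the fitted concentration of half-maximal effect; 0% = DMSO-treated cells and -100% = media-only wells without cells; nearly all actives have a fitted effect of over 55% in size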
#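 Viability of the 2HG-overproducing fibrosarcoma line after 48 hours of compound exposure at 37 degrees C was determined by luminescence with CellTiter-Glo, and concentration-effect curves were then fitted and categorized.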
# * hit, by the source's call; i = inactive; ? = inconclusive; / = not tested or not shown; & = joins results of further samples; [ ] = another dose, or the depositor's remark. Unless noted, calls come from the whole dose curve; as a rule, active = well fitted curve in the direction sought with a large enough effect; inconclusive = small, poorly fitted or top-dose-only effect, or another doubt; inactive = no such curve, though single readings can be large; an effect the other way counts as inactive or inconclusive.
Structure	IL1B secr inh	KB-V1 cytotox	S2 tox	HT1080 IDH1KD tx	MCF10A rereplic	SW480 rereplic	ATXN2 expr inh	KB-3-1 tox	HT1080NT lethal
CC(SCc1ccccc1)C(=O)NN=C1CCN(C)CC1 (stereo not drawn)	-11	18%	i	1%[9.24 µM]	20%	-12%	7%	-6%	-17%
O=C(CN1C(=O)c2ccccc2S1(=O)=O)N1CCCCC1	1	22%	i	3%	-6%	-15%	-10%	-1%	0%
COc1cccc(NC(=O)C2CC2)c1	-11	-18%	i	10%	-4%	-5%	1%	-5%	18%
CSc1ccc(/C=N/n2nnnc2N)cc1	-6	?	i	7%	15%	-22%	32%	-4%	21%
CCOc1ccc(CCNC(=O)c2cc3c(=O)n(CC)c4ccccc4c3s2)cc1OCC	/	?	i	/	/	/	-3%	-14%	/
Cc1ccccc1-c1ccc2c(c1)O[C@@H](CN(C)Cc1ccc(C(=O)O)cc1)[C@@H](C)CN([C@H](C)CO)S2(=O)=O	21	0%	i	-8%	/	/	7%	13%	-16%
Cc1cccc(-c2noc(CN(C(=O)c3c(-c4ccccc4Cl)noc3C)C(C)C)n2)c1	-14	?	?	-1%	?	26%	?	?	-1%
Cc1cc(C)cc(NC(=O)CN2C(=O)COc3ccc(S(=O)(=O)N4CCCC4)cc32)c1	-7	1%	?	-8%	1%	4%	/	3%	-10%
COC(=O)CSc1nnc(C)n1-c1cccc(C#N)c1	0	-6%	i	8%	-3%	-2%	-2%	1%	19%
Oc1ccc(/C=N/n2c(-c3ccccc3)n[nH]c2=S)cc1Br	24	1%	?	-16%	0%	-5%	/	1%	-1%
O=C(CCCc1nc(-c2ccc(Cl)cc2)no1)NC1CCCC1	-6	?	?	-21%	19%	-4%	-25%	?	?
NCCCCCc1nnc(SCc2ccc(Cl)cc2Cl)o1	-11	-2%	/	-4%	8%	-3%	/	-4%	-2%
COc1cccc(C(=O)N(Cc2cccs2)C2CCS(=O)(=O)C2)c1 (stereo not drawn)	/	-29%	?	13%	-4%	42%	-5%	0%	12%
CCCCC[C@H](C)N1C[C@@H](COCc2ccccc2)Oc2cc(N3CCC[C@H]3CO)ccc2S1(=O)=O	-23	?	?	?	/	/	?	?	?
Cc1ccc(Cl)cc1N1CCN(c2nc3ccccc3c3nc(-c4cccnc4)nn23)CC1	/	?	i	/	/	/	1%	0%	/

# Going on with the list.
Structure	IL1B secr inh	KB-V1 cytotox	S2 tox	HT1080 IDH1KD tx	MCF10A rereplic	SW480 rereplic	ATXN2 expr inh	KB-3-1 tox	HT1080NT lethal
O=C1NC(=O)C(c2ccc(Cl)cc2Cl)N1 (stereo not drawn)	1	/	i	-10%	?	9%	0%	/	14%
Cn1nnc(NC(=S)NC(=O)c2ccco2)n1	20	16%	i	15%	-3%	-35%[inhibitor]	3%	14%	21%
Cc1nc2ccc3nc(NC(=O)C4COc5ccccc5O4)sc3c2s1 (stereo not drawn)	-1	-9%	i	-12%&28%	?	13%	7%	1%	9%&21%
CCOc1ccccc1NC(=O)c1c(NC(=O)COc2ccccc2)sc2c1CCCC2	/	3%	i	/	/	/	-25%	-1%	/
CCOC(=O)c1cc(CC)sc1/N=C/c1c(O)ccc2ccccc12	14	16%	i	18µM*	?	-2%	-16%	?	-29%
O=C(CSc1nnc(C2CC2)n1CC1CCCO1)Nc1ccccc1Cl (stereo not drawn)	-3	0%	i	2%	-1%	10%	-6%	-5%	-8%
C=CCOc1c2ccc(C(=O)N(CC)c3ccc(OC)cc3)cc2nn1C	3	7%	i	8%	1%	-11%	6%	6%	14%
CC1CCN(c2nc3ccccc3nc2C(F)(F)F)CC1	/	0%	i	/	/	/	13%	-3%	/
Cc1c(C(=O)/C=C/N(C)C)nnn1-c1ccc(Cl)c(Cl)c1	-26	-14%	i	-1%	?	-12%	/	-4%	-2%
COc1cccc(CC(NC(C)=O)C(=O)NC2CCN(S(=O)(=O)c3ccc(NC(C)=O)cc3)CC2)c1OC (stereo not drawn)	-1	17%	i	11%	0%	-12%	2%	0%	19%
CC(=O)Nc1cccc(NS(=O)(=O)c2ccc3c(c2)CCC(=O)N3)c1	-5	18%	i	6%	/	/	/	26%	0%
COc1ccc(/C=C\c2nc(O)c([N+](=O)[O-])c(=O)[nH]2)cc1O	-6	7%	?	4%	-11%	-7%	-5%	-1%	19%
COc1ccc(NC(=O)COC(=O)c2ccccc2SCC(=O)N2CCCC2)cc1	11	-9%	i	-8%	-1%	-43%[inhibitor]	25%	-5%	-5%
COc1cccc(C(=O)N(Cc2ccco2)c2ccccn2)c1	/	3%	i	/	/	/	7%	8%	/
CCCCN1CC(C(=O)NCc2ccc(C)cc2)CC1=O (stereo not drawn)	20	-16%	i	-1%	33%	6%	5%	-2%	-5%

# (next part)
Structure	IL1B secr inh	KB-V1 cytotox	S2 tox	HT1080 IDH1KD tx	MCF10A rereplic	SW480 rereplic	ATXN2 expr inh	KB-3-1 tox	HT1080NT lethal
CN(C)S(=O)(=O)c1ccc(Cl)c(C(=O)NCc2ccco2)c1	-9	13%	i	11%	-3%	-1%	1%	-16%	-14%[9.24 µM]
CCOC(=O)c1sc(NC(=O)CCN2CCN(C)CC2)c(C(=O)OCC)c1C	-11	13%	/	?	23%	23%	-31%	0%	21µM*
Cc1ccc(S(=O)(=O)N2CCOCC2)cc1NC(=O)CNC1CCCC1	0	-8%	i	25%	0%	-91%[inhibitor]	5%	9%	0%
CC(=O)c1sc2c(c1C)c(=O)n(-c1ccc(Cl)cc1)c(=O)n2Cc1ccc(Cl)cc1	/	?	i	/	/	/	5%	4%	/
O=S(=O)(c1ccc(Br)cc1)N1CCC(c2nc3ccccc3[nH]2)CC1	-12	-27%	i	?	?	?	-34%	-3%	?
Nc1nc(Br)c2c(F)cccc2c1-c1ccc(F)cc1	-2	8%	i	?	?	?	2%	11%	-3%
CCN(NC(=O)C(O)(c1ccc(F)cc1)c1ccc(F)cc1)C(=O)c1ccccc1	20	5%	?	0%	-3%	35%	-23%	0%	5%
COC(=O)c1ccccc1NC(=O)c1ccc(-c2ccc(Br)cc2)o1	22	-26%	i	-1%[9.24 µM]	-1%	0%	50%[activator]	-22%	17%
CNC(=S)N(Cc1cc2cc(OC)c(OC)cc2[nH]c1=O)C1CCCC1	4	-1%	i	8%	1%	-3%	-1%	0%	6%
C#CCOCCOCCOCCNc1nc(N2CCN(C(=O)[C@H]([C@@H](C)CC)n3cc([C@@H](N)Cc4ccc(O)cc4)nn3)CC2)nc(N2CCN(C(=O)[C@H]([C@@H](C)CC)n3cc([C@@H](N)Cc4ccc(O)cc4)nn3)CC2)n1	-2	17%	i	6%	12%	-4%	7%	?	2%
CCCCNS(=O)(=O)c1ccc(NC(=O)Cc2ccc(OC)cc2)cc1	36	0%	i	-9%	3%	-1%	-12%	-19%	-1%
CCc1ccc(NC(=O)Cn2c(=O)n(-c3cc(OC)c(OC)c(OC)c3)c(=O)c3ccccc32)cc1	/	-11%	i	/	/	/	14%	-1%	/
COC(=O)c1sc(S(=O)(=O)N2CCN(c3ccccc3F)CC2)c(C(=O)OC)c1C	2	-28%	i	-12%	2%	3%	-11%	5%	6%
COc1ccccc1OCc1ccc(C(=O)N2CCN3CCCC3C2)cc1 (stereo not drawn)	-3	-15%	i	6%	10%	-8%	5%	-8%	-4%
CCOP(=O)(OCC)C(C)(C)NC(=O)Nc1ccc(Cl)c(Cl)c1	-67*	?	i	-14%	-2%	11%	-16%	?	-11%

# The listing continues.
Structure	IL1B secr inh	KB-V1 cytotox	S2 tox	HT1080 IDH1KD tx	MCF10A rereplic	SW480 rereplic	ATXN2 expr inh	KB-3-1 tox	HT1080NT lethal
Cc1cccc(C)c1NC(=S)N/N=C/c1ccc(C(=O)O)cc1	14	-1%	i	13%	10%	?	3%	2%	17%
CC(=O)c1cccc(-c2cnc3c(NC=O)cc(-c4ccc(F)cc4)cn23)c1	108	?	?	?	/	/	?	?	-29%
O=C(Nc1cccc(Br)c1)c1ccc2snnc2c1	-14	-2%	i	8%	8%	?	6%	-16%	-7%
O=C(COc1cccnc1[N+](=O)[O-])N1CCc2ccccc2C1	2	20%	i	26%	0%	-6%	4%	13%	27%
Cc1ccnc(NC(=O)c2cc3cc(F)ccc3s2)c1	?	-12%	i	-21%	7%	?	50%[activator]	0%	-15%
O=C(NCC(=O)N(Cc1ccccc1)C(C(=O)NCC1CCCO1)c1ccccc1)c1cccs1 (stereo not drawn)	-5	-1%	i	20%	?	?	-5%	-8%	0%
CCC(=O)c1c(NCCc2ccccc2)cc(C)oc1=O	54	-2%	i	7%	18%	2%	-3%	-14%	6%
COc1ccccc1/C=C1\SC(=S)N(CCC(=O)NNC(=O)c2ccccc2O)C1=O	18	?	?	?	21%	?	-24%	16%	-28%
COc1ccc(/C=N/Nc2nonc2N)cc1OC	?	?	i	12%	-5%	-3%	11%	?	10%
Cc1ccc(S(=O)(=O)N2CCN(C(=O)CC(C)C)CC2)cc1	-11	3%	i	1%	2%	12%	-9%	?	2%
CCOC(=O)[C@@H]1[C@H]2COc3ccccc3[C@@H]2N2C(=O)N(c3cccc(Cl)c3)C(=O)[C@@]12C	-8	?	i	1%	2%	?	1%	0%	0%
COc1ccc(C(=O)Nc2ccc(S(=O)(=O)N3CCCC3)cc2)cc1[N+](=O)[O-]	i	-15%	?	3%	-3%	-17%	-7%	1%	1%
O=S(=O)(Nc1nc2ccccc2nc1N1CCN(c2ccccc2)CC1)c1ccc(F)cc1	9	5.2µM*	i	-7%	15%	-695%[inhibitor]	2%	?	-10%
C=CCN1C(=O)c2ccccc2C1(O)Cc1ccccc1 (stereo not drawn)	9	16%	i	13%	6%	-3%	3%	6%	21%
